PKM2 activator – qHTS Assay for Activators of Human Muscle isoform 2 Pyruvate Kinase; Pyruvate kinase PKM (Homo sapiens), P14618; purified PKM2, Kinase-Glo ATP luminescence, activation; response scale: 0% is enzyme alone, no compound; Potency, µM (doses to about 57.5 µM), for the others: at the highest dose activation, most hits filed as activators; actives 0.34% (n = 260,000); note: potency is the fitted concentration of half-maximal effect; % is set by controls: 0 for no effect and ±100 for the full control effect; nearly all actives have a fitted effect of over 55% in size
Target sequence (P14618 whole entry, looked up, canonical isoform): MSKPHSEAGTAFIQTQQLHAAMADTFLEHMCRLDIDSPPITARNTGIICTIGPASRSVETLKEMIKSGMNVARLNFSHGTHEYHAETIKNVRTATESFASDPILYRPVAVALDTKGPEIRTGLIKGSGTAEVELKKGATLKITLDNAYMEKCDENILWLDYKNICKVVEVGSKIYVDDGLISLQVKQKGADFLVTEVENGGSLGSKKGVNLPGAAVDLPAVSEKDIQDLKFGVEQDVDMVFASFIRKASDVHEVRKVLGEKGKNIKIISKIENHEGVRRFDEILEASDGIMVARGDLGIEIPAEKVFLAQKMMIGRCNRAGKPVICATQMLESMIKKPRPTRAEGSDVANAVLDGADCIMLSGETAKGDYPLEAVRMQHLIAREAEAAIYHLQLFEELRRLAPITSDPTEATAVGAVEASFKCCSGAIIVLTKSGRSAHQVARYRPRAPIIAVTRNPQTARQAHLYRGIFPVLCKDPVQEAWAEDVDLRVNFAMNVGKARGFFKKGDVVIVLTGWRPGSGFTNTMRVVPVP
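ATP formation by purified human PK-M2, quantified via coupled luciferase luminescence after 1 h at room temperature with 0.1 mM ADP and 0.5 mM PEP final.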
FBPA coupling cs – qHTS Assay for Inhibitors of Fructose-1,6-bisphosphate Aldolase from Giardia Lamblia: Coupling assay counterscreen. coupling enzyme system counterscreen, AmpLite Red fluorescence. activity change, negative = inhibition, % at 58.2 µM, hits read low. actives 0.67% (n = 290,000). AID 2472, 2010; in the data active = activity change below about -30%; note: % is set by controls: 0 for no effect and ±100 for the full control effect
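Final compound at 57.5 uM, incubated 10 min at RT with coupling enzyme reagent (glyceraldehyde-3-phosphate), then 20 min with substrate and AmpLite Red detection. Fluorescence read at 525/598 nm; tests interference with the coupling assay, not aldolase inhibition.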
B2AR arrestin – qHTS assay of beta-arrestin-biased ligands of beta2-adrenergic receptor | Beta-2 adrenergic receptor (Homo sapiens), P07550 | beta-arrestin recruitment to beta2AR, cell-based reporter | Potency, µM (titrated, usually from 46.1 µM), without a hit: at the highest dose activation, actives largely listed as activators | actives 0.02% (n = 330,000);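 note: potency is the fitted concentration of half-maximal effect; 0% = DMSO controls and full agonism = EC100 isoproterenol or metaproterenol; nearly all actives have a fitted effect of over 65% in size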
hERG WT inh – qHTS for Inhibitors of KCHN2 3.1: Wildtype qHTS; Voltage-gated inwardly rectifying potassium channel KCNH2 (Homo sapiens), Q12809; AID 720551, 2013; actives 0.37% (n = 340,000); activity change, % at 1.84 µM; U2OS, BacMam KCNH2, thallium flux FluxOr; active compounds read low;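 active = maximum activity change below -70%; inconclusive = maximum activity change between -70% and -50%; inactive = maximum activity change above -50%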; note: % is set by controls: 0 for no effect and ±100 for the full control effect
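U2OS cells were transduced with wild-type KCNH2 virus (2.03 x 10^8 / mL) for 4 h at room temperature, then cultured overnight at 37 C. Thallium flux was read with FluxOr dye. Rate constants were normalized to DMSO controls.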
Giardia killer – Small Molecules that selectively kill Giardia lamblia: qHTS | Giardia lamblia trophozoite viability | activity change, % at 7.66 µM, hits read low | actives 0.15% (n = 340,000) | AID 540267, 2011; in the data active = activity change below about -80%; inconclusive = between about -30% and that limit;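 note: parasites exposed to compound for two days anaerobically before the ATP read; % is set by controls: 0 for no effect and ±100 for the full control effect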
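Viability, read as ATP luminescence: trophozoites at 100 cells/well, compound added, 48 hrs anaerobic at 37 deg C, then 15-30 min room-temperature development before reading.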
GALK inhibitor – qHTS Assay for Inhibitors of Human Galactokinase (GALK); P51570; Purified GALK, Kinase-Glo residual ATP luminescence; Potency, µM (top dose mostly 57.5 µM), for inactives: at the highest dose activity change, negative = inhibition, actives largely listed as inhibitors; actives 0.007% (n = 270,000); AID 1868, 2009; note: potency is the fitted concentration of half-maximal effect; % is set by controls: 0 for no effect and ±100 for the full control effect
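Kinase-Glo Plus luminescence measured ATP left after a 1 h room-temperature reaction. The reaction used 5 nM GALK, 100 uM galactose and 35 uM ATP at pH 8.0 (20 mM HEPES, 5 mM MgCl2, 60 mM NaCl, 1 mM DTT, 0.01% BSA).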
Menin-MLL TR inh – qHTS Assay for Inhibitors Targeting the Menin-MLL Interaction in MLL Related Leukemias: Competition With Texas Red Labeled MLL-derived Mutant Peptide; Menin + Texas Red MLL mutant peptide, fluorescence polarization; Potency, µM (top dose mostly 61.6 µM), for the others: at the highest dose FP activity change, negative = inhibition, actives largely listed as inhibitors; actives 0.23% (n = 270,000); AID 1768, 2009; active = well fitted inhibition curve with a large enough effect in the polarisation, with a control signal flat, not every such curve was filed as active; inconclusive = small, poorly fitted or top-dose-only effect, or effect the other way, or a change in a side signal; inactive = no such curve, though single readings can be large or run the other way; the % refers to the polarisation; note: potency is the fitted concentration of half-maximal effect; % of control where 0% means no effect; many of its hits are not listed in these tables
Target sequence (O00255 whole entry, looked up): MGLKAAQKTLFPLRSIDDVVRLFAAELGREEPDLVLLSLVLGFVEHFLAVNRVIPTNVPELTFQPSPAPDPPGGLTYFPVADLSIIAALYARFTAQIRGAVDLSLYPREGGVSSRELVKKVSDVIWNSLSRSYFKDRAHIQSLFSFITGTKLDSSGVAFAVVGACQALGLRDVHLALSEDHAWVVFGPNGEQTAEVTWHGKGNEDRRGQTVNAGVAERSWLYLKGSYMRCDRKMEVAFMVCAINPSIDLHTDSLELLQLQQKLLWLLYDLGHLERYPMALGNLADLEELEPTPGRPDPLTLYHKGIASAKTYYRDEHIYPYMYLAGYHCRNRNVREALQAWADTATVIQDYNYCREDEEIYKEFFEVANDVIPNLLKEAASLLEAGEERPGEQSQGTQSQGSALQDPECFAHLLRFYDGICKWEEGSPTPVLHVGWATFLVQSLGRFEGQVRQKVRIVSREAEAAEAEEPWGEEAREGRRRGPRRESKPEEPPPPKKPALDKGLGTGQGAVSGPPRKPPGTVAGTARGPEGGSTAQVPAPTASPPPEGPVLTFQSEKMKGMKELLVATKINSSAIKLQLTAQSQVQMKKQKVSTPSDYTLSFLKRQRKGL
USP2a block – qHTS Assay for Inhibitors of Ubiquitin-specific Protease USP2a Using CHOP2 as the Reporter; Ubiquitin carboxyl-terminal hydrolase 2 (Homo sapiens), O75604; USP2 core, Ub-CHOP2 coupled fluorogenic reporter, 485/531; Potency, µM (doses to about 38.3 µM), without a hit: top-dose activity change, negative = inhibition, hits mostly inhibitors; actives 0.01% (n = 330,000); AID 463254, 2010;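 note: potency is the fitted concentration of half-maximal effect; plate controls were DMSO wells for no effect and full inhibition by NEM control for full effect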
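Cell-free coupled assay: 10nM USP2 core preincubated 30min RT with compound in Tris-HCl pH 8.0/CaCl2/CHAPS buffer, then 25nM Ub-CHOP2 and 25nM reporter substrate; fluorescence (Ex 485/Em 531) read after 60min RT, normalized to NEM inhibition, concentration-response curves fitted.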
TRPV1 agonist – HTS Assay for Compounds that Act as Agonists of the Vanilloid Receptor 1; Transient receptor potential cation channel subfamily V member 1 (Homo sapiens), Q8NER1; TRPV1-expressing cells, Fluo-8 calcium influx, agonist mode; activation, % at 8.33 µM; actives 0.19% (n = 320,000); in the data active = activation above about 80%; inconclusive = between about 30% and that limit; note: 0% is about no effect
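TRPV1-expressing cells were cultured overnight at 35.5C and loaded with Fluo-8 calcium dye for 40 to 90 min at room temperature. After a 10 s baseline, compound was added and calcium influx was read kinetically for 3 min (ex 480/em 520 nm).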
KCNH2 3.1 block – qHTS for Inhibitors of KCHN2 3.1: Mutant qHTS. Potassium voltage-gated channel subfamily H member 2, brain isoform KCNH2 3.1 (human). U2OS KCNH2 3.1, thallium flux FluxOr; active compounds read low. activity change, % (tested at about 1.8 µM). actives 0.95% (n = 340,000). AID 720553, 2013;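 active = maximum activity change below -70%; inconclusive = maximum activity change from -70% to -50%; inactive = maximum activity change above -50%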;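 note: thallium influx rate constant from kinetic fluorescence after stimulation buffer; % is set by controls: 0 for no effect and ±100 for the full control effect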
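Thallium flux via FluxOr fluorescence (Red40 quencher, 45 min loading) in U2OS cells virally expressing the KCNH2 3.1 isoform (1.77 x 10^8 /mL virus, overnight at 37 C). Rate constants from 2-min kinetic reads post-stimulation, normalised to positive and negative controls.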
CXXC DNA block – qHTS Fluorescence Polarization Assay for Inhibitors of MLL CXXC domain - DNA interaction | MLL-CXXC / FITC-HOXA9 DNA fluorescence polarization | Potency, µM (titrated, usually from 115 µM), for the others: top-dose activity change, negative = inhibition, actives largely listed as inhibitors | actives 0.037% (n = 290,000) | AID 2662, 2010; active = well fitted inhibition curve with a large enough effect in the polarisation, with a control signal flat, not every such curve was filed as active; inconclusive = small, poorly fitted or top-dose-only effect, or effect the other way, or a change in a side signal; inactive = no such curve, though single readings can be large or run the other way; the % refers to the polarisation; note: potency is the fitted concentration of half-maximal effect
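Purified MLL-CXXC (added from a 7 uM solution) was preincubated 5 min at ambient with pinned compounds in 50 mM Tris-HCl pH 7.5, 50 mM NaCl, 1 mM DTT, 0.05% BSA. Fluorescein-labeled HOX-A9 DNA (50 nM solution) followed, 30 min, then polarization read.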
The depositor's hits bear a star; ? = inconclusive; nt = not tested or not shown; [ ] = remark or other dose. Unless noted, calls come from the whole dose curve; as a rule, active = well fitted curve in the direction sought with a large enough effect; inconclusive = small, poorly fitted or top-dose-only effect, or another doubt; inactive = no such curve, though single readings can be large; an effect the other way counts as inactive or inconclusive.

SMILES | PKM2 activator | FBPA coupling cs | B2AR arrestin | hERG WT inh | Giardia killer | GALK inhibitor | Menin-MLL TR inh | USP2a block | TRPV1 agonist | KCNH2 3.1 block | CXXC DNA block
CC(=O)N1CCC(N(C(=O)Nc2ccc(Cl)cc2)C(C)C)CC1 | 0.7% | -1.2 | 0.3% | 9.2 | -5.0 | nt | nt | 0.4% | 1.7 | -9.3 | 3.9%
Cc1ccc(-c2nc(SCC(=O)c3c(N)n(C)c(=O)n(C)c3=O)n[nH]2)cc1 | -3.1% | -1.0 | -0.3% | -13.7 | 4.0 | 0.0% | -6.9% | -0.8% | -0.8 | 15.5 | -0.4%
O=S(=O)(NCCNc1ncc(C(F)(F)F)cc1Cl)C(F)(F)F | -2.1% | 0.8 | 0.1% | 3.1 | 17.4 | 0.1% | 39.5%[activator] | 0.3% | 5.0 | 6.4 | -3.0%
O=C(Nc1ccc(Cl)c(S(=O)(=O)N2CCOCC2)c1)c1cc(-c2ccccn2)nc2ccccc12 | -3.2% | -1.2 | 0.1% | -6.3 | -17.0 | 6.1% | 40.8%[activator] | -8.0% | 2.2 | -8.1 | -9.9%
Cc1[nH]c2ccccc2c1C(=O)COc1ccccc1 | 3.3% | -0.1 | 0.0% | 0.8 | -0.2 | 6.8% | 13.9% | -1.5% | 4.9 | 9.2 | 6.7%
CCOc1ccccc1NC(=O)CCC(=O)Nc1nnc(C2CCCCC2)s1 | 0.9%[0.46 µM] | -0.3 | -0.7% | -2.7 | 5.0 | 0.4% | -0.8% | 0.8% | 0.8 | -5.3 | -6.9%
Cc1ccc(S(=O)(=O)Nc2nc(-c3ccccc3)cs2)cc1 | 3.7% | 2.2 | 0.4% | -8.1 | 18.6 | -2.0% | ? | -1.1% | 1.2 | -6.5 | -24.4%
Cc1ccc(-c2nnn(CC(=O)N(c3ccc(F)cc3)C(C(=O)NC(C)(C)C)c3ccco3)n2)o1 (stereo not given) | -0.6% | 1.5 | -0.3% | 0.7 | 4.4 | -2.2% | -12.4% | -1.6% | -0.7 | -15.3 | 2.0%
Cc1ccccc1C(=O)NNC(=O)c1cc(S(=O)(=O)N2CCOCC2)ccc1C | nt | nt | -0.1% | 0.1 | 36.2[activator] | nt | nt | 3.4% | -0.4 | -21.4 | nt
COc1ccc(C2CC(c3cccs3)n3nc(N)nc3N2)cc1 (stereo not given) | -5.9% | 0.7 | 0.2% | 5.1 | 7.3 | -1.7% | -14.3% | -4.8% | 1.2 | -0.3 | 0.0%
Cc1cc(=O)n(Cc2ccccc2)c2c(C)cccc12 | nt | 3.3 | 0.1% | -1.4 | -3.7 | 3.8% | -3.2% | 4.3% | -3.1 | -12.4 | -3.8%
CSc1nnc(NC(=O)c2nc(S(=O)(=O)Cc3cccc(C)c3)ncc2Cl)s1 | nt | nt | -0.4% | 13.9 | -1.4 | -11.1% | nt | 1.5% | 0.9 | 30.2 | -9.7%
O=C(Nc1ccc(S(=O)(=O)N2CCCCC2)cc1)c1cccnc1Cl | nt | nt | -0.3% | -4.1 | -3.6 | nt | nt | -0.6% | 23.3 | -2.8 | nt
COc1ccc(C(=O)NCC(=O)N/N=C/c2cn[nH]c2-c2ccccc2)cc1 | -0.3% | 2.7 | -0.1% | -11.0 | 3.7 | -0.2% | -0.5% | -1.0% | 1.5 | -7.5 | 15.7%
COc1ccc(C2=NN(C(=O)CCC(=O)O)C(c3ccccc3OC)C2)cc1 (stereo not given) | -11.1% | 3.4 | 0.1% | 4.4 | 9.6 | -2.4% | -17.9% | 2.4% | 0.8 | 8.8 | 0.3%
C=CCn1c(N2CCN(c3ccc(OC)cc3)CC2)nc2c1c(=O)[nH]c(=O)n2C | -5.0% | -3.9 | 0.1% | -1.1 | -17.7 | -0.8% | 2.7% | 0.7% | 1.3 | 9.0 | -5.6%
CCCCNC(=O)CSc1nc(Cc2ccccc2)nc2ccccc12 | -0.2%[11.5 µM] | 3.2 | 0.2% | 28.3 | 0.9 | -8.7% | -19.2% | 3.2% | 27.2 | 16.0 | -6.3%
Cc1cc(C(=O)NCC(C)(C)N2CCOCC2)c(C)o1 | nt | nt | 4.7% | -2.2 | ? | nt | nt | -0.8% | 2.3 | -11.4 | nt
CC(=O)N1CC(C)Oc2ccc(S(=O)(=O)NC(CC(=O)O)c3ccccc3)cc21 (stereo not given) | nt | 13.8 | 0.0% | 6.4 | -28.9 | 1.9% | 21.2% | 2.6% | -4.9 | 5.6 | -0.8%
CC(=O)Nc1ccc(-c2nnc(SCC(=O)n3c4c(c5ccccc53)CCCC4)n2C)cc1 | -1.0% | 2.2 | 0.0% | 4.3 | 4.8 | 0.2% | 2.8% | 0.6% | -2.8 | 9.1 | -0.5%
Cc1noc(C)c1NC(=O)Nc1cccc2c1O[C@H](CN(C)S(=O)(=O)c1c(C)noc1C)[C@@H](C)CN([C@H](C)CO)C2=O | nt | nt | 2.7% | -0.9 | -11.2 | nt | nt | 3.1% | nt | 2.8 | nt
CCc1ccc(C(=O)Nc2cccnc2Oc2ccc(Cl)cc2)cc1 | 0.8% | -3.0 | -0.4% | -0.2 | -28.5 | -1.1% | nt | -5.5% | nt | -15.1 | -0.8%
CC(C)c1nnc(NC(=O)CCC(=O)N2CCN(c3ccccn3)CC2)s1 | 0.4% | 6.2 | -0.3% | 20.4 | -12.1 | -1.9% | 4.7% | 4.6% | 0.1 | -1.4 | 6.0%
O=C(NCC1CCCO1)c1ccc(Cl)c(S(=O)(=O)N2CCOCC2)c1 (stereo not given) | -1.3% | 2.6 | 0.3% | -4.5 | -13.5 | -0.9% | -1.6% | -1.3% | 8.9 | -18.4 | 51.4%[activator]
O=C(CCn1c(=O)c2ccccc2n(Cc2ccccc2)c1=O)NCc1ccc2c(c1)OCO2 | -6.8% | -3.8 | -0.1% | -4.4 | 9.3 | -1.3% | ? | ? | 7.6 | -5.2 | 8.5%

Carrying on.
SMILES | PKM2 activator | FBPA coupling cs | B2AR arrestin | hERG WT inh | Giardia killer | GALK inhibitor | Menin-MLL TR inh | USP2a block | TRPV1 agonist | KCNH2 3.1 block | CXXC DNA block
COc1ccc(C(=O)NN2CCOCC2)cc1[N+](=O)[O-] | -3.4% | -4.4 | -0.7% | 4.2 | 4.5 | -0.4% | -9.7% | 2.6% | 2.4 | -6.5 | ?
O=C(COc1ccc(Cl)cc1)OCc1csc(Nc2ccccc2)n1 | -1.8% | 0.1 | -0.8% | 0.2 | -7.6 | nt | -15.3% | -0.2% | 0.0 | -44.3 | 22.5%
COc1ccc(CNC(=O)CSc2ccsc2[N+](=O)[O-])cc1 | -14.8% | 1.3 | -0.3% | -20.9 | ? | 8.5% | ? | 1.0% | 2.2 | 7.7 | 3.8%
COc1ccc(Cl)cc1NC(=O)CN(C)C(=O)c1ccc(C)s1 | nt | nt | -0.5% | 3.8 | -6.5 | nt | nt | -0.4% | 11.0 | -9.4 | nt
CN(C)CCCNC(=O)c1ccc(-c2ccccc2)cc1 | -9.2% | 1.6 | -0.8% | -17.7 | 1.8 | 2.2% | -1.3% | -1.4% | 2.4 | -23.5 | 1.6%
COc1ccc(-c2cc(C(F)F)n3ncc(C(=O)Nc4cnn(Cc5ccccc5)c4)c3n2)cc1 | 1.9% | 5.3 | 0.3% | nt | nt | 1.7% | -0.2% | -1.7% | -1.5 | nt | -0.9%
Cc1noc(C)c1COc1cccc(C(=O)NCc2cccc(Cl)c2)c1 | 0.9% | 1.8 | -0.2% | -3.7 | 3.3 | -1.6% | -6.9% | 1.8% | 20.4 | 6.5 | -7.0%
Cc1c(Cl)cccc1NC(=O)Cc1cccs1 | 0.0% | 2.0 | -1.1% | -3.2 | 9.3 | 0.0% | 6.0% | -0.5% | 2.8 | -7.4 | 0.7%
COc1ccc(/C=C/C(=O)N(C)Cc2cccs2)cc1S(=O)(=O)N1CCOCC1 | 7.6% | 3.0 | 0.2% | -13.5 | -6.2 | 1.1% | 14.1% | -1.6% | 4.0 | 5.5 | 5.8%
Cc1ccccc1NC(=O)/C=C/c1cccs1 | -13.3% | -2.0 | 0.0% | -0.5 | 10.4 | 8.0% | 13.2% | 1.1% | ? | 1.3 | -1.6%

Screens from PubChem BioAssay.

Only part of the results is shown; rates above refer to the full screens.
